Compound activity (PubChem)
sdo1 growth: sdo1-depleted yeast growth rescue | S. cerevisiae sdo1-depleted JHY4D growth rescue, OD600 30 h; hits give high values; pdr5 snq2 efflux-pump mutant strain | z-score at 10 µM | 140,000 tested, 0.21% active | AID 817;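 active = z-score above 3 at both the 24 hr and the 30 hr optical density reads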;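 note: z-score against mean and SD of all compound wells on the same plate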
Insulin prom inh: TRM-6 insulin promoter activity inhibition; TRM-6 cells (human fetal islet line), insulin promoter-eGFP reporter, imaging; reporter expression induced with tamoxifen; 130,000 tested, 0.9% active; inhibition, % at 2 µM;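 active = inhibition above the mean plus 3 SD, with well images judged a real hit on visual review, cut at about 60% in these data, passing the limit was not always enough; inconclusive = inhibition over the cutoff but images rejected on review; inactive = inhibition not above the cutoff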
sdo1 growth Rescue 24 h: further read-out of sdo1 growth, marked with its call; z-score; S. cerevisiae sdo1-depleted JHY4D growth rescue, OD600; measured here: growth rescue at 24 h;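 0 is the plate mean of compound wells and units are plate SD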
Active calls of the source: *; ? = inconclusive; . = no result given. The list is partial (hit frequency here may not be typical).

sdo1 growth	sdo1 growth Rescue 24 h	Insulin prom inh	smiles
0.51	-0.15	.	CC(c1ccccc1)N1C(=O)C2C3CCC(C3)C2C1=O (configuration not stated)
-1.53	-0.59	.	COc1cc2c(cc1OC)C(c1ccc(-c3ccc(Cl)cc3Cl)o1)=NCC2
-0.01	-0.34	-20.8	C=COCCNC(=O)C(=O)NC(C)C
0.2	-0.01	12.1	COc1ccc(N2CC(C)Cn3c2nc2c3c(=O)[nH]c(=O)n2C)cc1 (configuration not stated)
0.3	0.22	.	Cn1c(Cn2c(=O)sc3ccccc32)nnc1SCC(=O)Nc1ccccc1
.	.	6.7	COc1ccc([N+](=O)[O-])cc1NC(=O)C(C)N1CCN(C(=O)c2ccco2)CC1 (configuration not stated)
-0.65	-1.21	-3.2	CC(C)c1ccc(CNc2cc(N3CCCC3)ccc2[N+](=O)[O-])cc1
-0.75	-0.49	-3.6	Cc1cc(O)ccc1NC(=O)CCN1C(=O)c2ccc([N+](=O)[O-])cc2C1=O
0.59	-0.1	28.6	Cc1ccc(CN2CCSCC2)c(C)c1
-0.7	-0.71	-21.1	CCSc1ncc(Cl)c(C(=O)N(Cc2ccc(N(C)C)cc2)C2CCS(=O)(=O)C2)n1 (configuration not stated)
0.49	-0.31	40.0	O=C(c1cc(-c2cccc(O)c2)on1)N1CCOCC1
.	.	-9.1	COc1ccc(NCC(=O)n2c(C)c(C)c3ccccc32)cc1
-0.72	-0.02	-6.1	CCC(C)NC(=O)COC(=O)c1ccccc1OCC(=O)Nc1ccc(Br)cc1 (configuration not stated)
0.53	0.54	-60.0	O=C1c2ccccc2C(=O)N1CCc1nn[nH]n1
.	.	20.0	CC(C)C(OC(=O)c1oc2ccccc2c1CSC1CCCCC1)C(=O)NC(N)=O (configuration not stated)
0.93	-0.27	-16.7	CC(c1ccccc1)N1CNc2c(c(=O)n(C)c(=O)n2C)C1 (configuration not stated)
0.34	-0.37	-71.4	C=CCn1c(=O)c2ccccc2n2c(SCc3cc(=O)n4ccsc4n3)nnc12
-1.4	-1.71	3.6	OC(COc1cccc2ccccc12)CN1CCN(c2ccccn2)CC1 (configuration not stated)
.	.	42.9	CCNC(=O)COC(=O)c1ccc(NS(=O)(=O)c2ccc3c(c2)OCCO3)cc1
0.88	0.86	-194.7	COc1ccc(OC)c(C2=C[N+](=O)C(C)(C)C(C)(C)N2[O-])c1
0.47	-0.14	.	O=c1[nH]c2ccc(N/C(=N/S(=O)(=O)c3ccccc3)c3ccccc3)cc2[nH]1
0.82	-0.76	-15.4	Cc1ccc(-c2nnn(CC(=O)N(Cc3ccccc3)C(C(=O)NC3CCCC3)c3ccncc3)n2)o1 (configuration not stated)
0.94	-1.08	22.2	CN(Cc1ccco1)C(=O)c1c[nH]c2ccc(S(=O)(=O)Nc3ccc4c(c3)OCCO4)cc2c1=O
0.47	-0.5	44.8	Cn1cnnc1SCC(=O)NNC(=O)c1ccc(Cl)cc1
0.9	1.08	35.7	COc1ccc(/C=N/NC(=O)C(=O)NCC2CCCO2)cc1 (configuration not stated)
-1.09	-1.18	72.6*	Cc1ccc(N=Nc2c(C)[nH][nH]c2=O)c(C)c1
-0.69	-1.62	7.0	CN(C)S(=O)(=O)c1cc([N+](=O)[O-])ccc1N1CCCCCC1
-0.19	1.77	34.6	COc1ccc(NS(=O)(=O)c2ccc(NC(=S)NC(=O)/C=C/c3ccc(C)cc3)cc2)nn1
0.64	0.32	9.7	CN1CCN(C(=O)C2C3C=CC(C3)C2C(=O)O)CC1 (configuration not stated)
-0.37	1.6	.	O=c1cc(CSc2nnnn2-c2ccccc2)nc(Nc2ccc(F)cc2)[nH]1
-0.97	-0.49	-13.3	Cc1[nH]c2ccccc2c1/C=N/Nc1ccc(F)cc1F
1.29	2.49	24.0	COCCN(Cc1ccccc1)P(=O)(O)c1ccccc1OCC(=O)O
0.2	0.06	-406.2	Cc1cccc(N(C2C=CS(=O)(=O)C2)S(=O)(=O)c2ccccc2)c1 (configuration not stated)
1.45	0.31	40.0	CCc1ccc(O)c(N=Cc2ccccc2O)c1
0.93	2.28	46.7	CCn1c(SCC(=O)c2ccccc2)nnc1-c1cc2cc(Br)ccc2o1
-0.69	-0.9	3.5	CCOc1ccc(NS(=O)(=O)c2ccc(SC)cc2)cc1
-0.49	0.17	-45.5	Cc1ccc(SCc2cc(=O)[nH]c(N3CCN(Cc4ccc5c(c4)OCO5)CC3)n2)cc1
0.8	0.02	57.1	Cc1c(NC(=O)N2CCCCCC2)c(=O)n(-c2ccccc2)n1C
1.03	1.38	0.0	CC1CC(C)CN(C(=O)CSc2nnc(CSc3ncccn3)n2C)C1 (configuration not stated)
0.62	1.35	-18.2	Cc1ccc2nc(NC(=O)CN3CCOCC3)sc2c1
0.29	-0.43	13.5	Cc1nn(C(C)C(=O)NNC(=S)Nc2ccc(F)cc2)c(C)c1[N+](=O)[O-] (configuration not stated)
0.13	0.18	-40.0	Cn1c(C(=O)N2CCCC(C(=O)NCCc3ccccc3)C2)cc2sccc21 (configuration not stated)
.	.	10.0	Cc1nnc(SC(C)C)n(N)c1=O
0.48	0.54	.	CCCC(=O)OCCNC(=O)c1cc2ccccc2oc1=O
.	.	-90.9	CN(C)c1nnnn1-c1ccc(Cl)cc1Cl

Not a retest: 24 of the compounds above.
sdo1 growth	sdo1 growth Rescue 24 h	Insulin prom inh	smiles
0.82	-0.76	-15.4	Cc1ccc(-c2nnn(CC(=O)N(Cc3ccccc3)C(C(=O)NC3CCCC3)c3ccncc3)n2)o1 (configuration not stated)
0.94	-1.08	22.2	CN(Cc1ccco1)C(=O)c1c[nH]c2ccc(S(=O)(=O)Nc3ccc4c(c3)OCCO4)cc2c1=O
0.47	-0.5	44.8	Cn1cnnc1SCC(=O)NNC(=O)c1ccc(Cl)cc1
0.9	1.08	35.7	COc1ccc(/C=N/NC(=O)C(=O)NCC2CCCO2)cc1 (configuration not stated)
-1.09	-1.18	72.6*	Cc1ccc(N=Nc2c(C)[nH][nH]c2=O)c(C)c1
-0.69	-1.62	7.0	CN(C)S(=O)(=O)c1cc([N+](=O)[O-])ccc1N1CCCCCC1
-0.19	1.77	34.6	COc1ccc(NS(=O)(=O)c2ccc(NC(=S)NC(=O)/C=C/c3ccc(C)cc3)cc2)nn1
0.64	0.32	9.7	CN1CCN(C(=O)C2C3C=CC(C3)C2C(=O)O)CC1 (configuration not stated)
-0.37	1.6	.	O=c1cc(CSc2nnnn2-c2ccccc2)nc(Nc2ccc(F)cc2)[nH]1
-0.97	-0.49	-13.3	Cc1[nH]c2ccccc2c1/C=N/Nc1ccc(F)cc1F
1.29	2.49	24.0	COCCN(Cc1ccccc1)P(=O)(O)c1ccccc1OCC(=O)O
0.2	0.06	-406.2	Cc1cccc(N(C2C=CS(=O)(=O)C2)S(=O)(=O)c2ccccc2)c1 (configuration not stated)
1.45	0.31	40.0	CCc1ccc(O)c(N=Cc2ccccc2O)c1
0.93	2.28	46.7	CCn1c(SCC(=O)c2ccccc2)nnc1-c1cc2cc(Br)ccc2o1
-0.69	-0.9	3.5	CCOc1ccc(NS(=O)(=O)c2ccc(SC)cc2)cc1
-0.49	0.17	-45.5	Cc1ccc(SCc2cc(=O)[nH]c(N3CCN(Cc4ccc5c(c4)OCO5)CC3)n2)cc1
0.8	0.02	57.1	Cc1c(NC(=O)N2CCCCCC2)c(=O)n(-c2ccccc2)n1C
1.03	1.38	0.0	CC1CC(C)CN(C(=O)CSc2nnc(CSc3ncccn3)n2C)C1 (configuration not stated)
0.62	1.35	-18.2	Cc1ccc2nc(NC(=O)CN3CCOCC3)sc2c1
0.29	-0.43	13.5	Cc1nn(C(C)C(=O)NNC(=S)Nc2ccc(F)cc2)c(C)c1[N+](=O)[O-] (configuration not stated)
0.13	0.18	-40.0	Cn1c(C(=O)N2CCCC(C(=O)NCCc3ccccc3)C2)cc2sccc21 (configuration not stated)
.	.	10.0	Cc1nnc(SC(C)C)n(N)c1=O
0.48	0.54	.	CCCC(=O)OCCNC(=O)c1cc2ccccc2oc1=O
.	.	-90.9	CN(C)c1nnnn1-c1ccc(Cl)cc1Cl

The list goes on:
sdo1 growth	sdo1 growth Rescue 24 h	Insulin prom inh	smiles
-0.24	-0.38	-13.9	COC(=O)c1cc(NC(=O)c2c(Cl)cnn2C)cc(C(=O)OC)c1
-0.57	-0.3	0.0	Cc1ccc(-c2nnc(-n3nnc4ccccc43)c3ccccc23)cc1
1.2	0.21	19.4	COc1cccc(NC(=S)NC2CC(C)(C)NC(C)(C)C2)c1
0.36	0.26	.	COc1ccc(C2C(C#N)=C(N)N(c3cccnc3)C3=C2C(=O)CCC3)cc1Cn1cc([N+](=O)[O-])cn1 (configuration not stated)
1.28	1.45	.	CCCCOCC(O)CN1CCN(C(C)=O)CC1 (configuration not stated)
-0.91	-0.26	0.0	Cc1ccc(NC(=O)CCOc2ccccc2)cc1S(=O)(=O)Nc1ccccc1Cl
-0.13	-0.38	-29.6	CCN1CCN(Cc2cccc(Oc3ccc(Cl)cc3)c2)CC1
0.49	0.68	22.7	COc1ccc(C(=O)CSc2nnc(-c3ccco3)n2C)cc1
1.9	2.3	-59.3	C/C(=N\NC(=O)CNC(=O)c1ccc2c(c1)OCO2)c1ccco1
.	.	-15.8	O=C(NCCCn1ccnc1)c1cc(-c2ccccc2)on1
0.84	0.61	.	CCC(C)N(CCNC(=O)CC1Oc2ccc(C)cc2NC1=O)C1CCCCC1 (configuration not stated)
.	.	-5.3	Fc1cccc(COc2ccccc2C(=S)N2CCCC2)c1
-1.37	-0.93	14.3	CCOC(=O)c1[nH]c2ccccc2c1NC(=S)Nc1cccc(C)c1
.	.	-61.5	CN(CC1CCCO1)S(=O)(=O)c1ccc(C(=O)Nc2ccc3c(c2)OCO3)cc1 (configuration not stated)
0.44	1.7	20.0	CCOC(=O)c1cnc2c(C(=O)OC)cccc2c1NCCN1CCOCC1
-1.62	-1.05	16.7	CNc1nc(SCc2ccc(C)cc2)nc2c1CCCC2
.	.	-57.1	O=C(O)CCCN1C(=O)c2ccc(Oc3cccc([N+](=O)[O-])c3)cc2C1=O
-0.34	-1.04	.	Cc1ccc(Nc2nnc(C(C)(C)C)c(=O)n2N)cc1
-0.04	-0.01	.	CCOC(=O)c1[nH]c(C)c(C(=O)NCc2ccc(C)cc2)c1C
0.75	1.08	-71.4	O=C(CSc1nnc2scc(-c3ccc(F)cc3)n12)NCc1ccco1
2.42	3.71	.	COc1ccc(CNC(=O)c2c(C)cc(=O)oc2C)cc1OC
0.74	2.21	13.8	CC1(C)CC(=O)C(C(=O)/C=C/NCCc2ccccc2)C(=O)C1
1.07	0.89	50.0	CCC(C)(C)n1nnnc1C(c1cc2cc(C)cc(C)c2[nH]c1=O)N1CCN(Cc2ccc3c(c2)OCO3)CC1 (configuration not stated)
1.21	1.15	28.9	O=c1[nH]cc([N+](=O)[O-])cc1Br
-0.72	-0.15	16.7	COc1ccc(-n2nnc3c(=O)n(Cc4cccc(C)c4)cnc32)cc1
-1.18	-0.88	21.4	CCOC(=O)C1CCN(C(=O)Nc2ccc(Cl)cc2Cl)CC1
-0.4	-0.46	12.9	O=[N+]([O-])c1ccc(Cl)c(/C=N/N2CCN(C3c4ccccc4-c4ccccc43)CC2)c1
.	.	-40.0	CS(=O)(=O)N(CC(=O)NCC1CCCO1)c1cccc([N+](=O)[O-])c1 (configuration not stated)
.	.	55.6	O=C(COn1nnc2ccccc21)N1CCN(Cc2ccccc2)CC1
-0.67	-0.06	-44.1	Cc1cc(C)cc(-n2c(SC(C)C(=O)NCc3ccc4c(c3)OCO4)nc3ccccc3c2=O)c1 (configuration not stated)

Entries of single compounds as entered above. Values in the order: sdo1 growth | sdo1 growth Rescue 24 h | Insulin prom inh
Listed for CCOC(=O)c1[nH]c(C)c(C(=O)NCc2ccc(C)cc2)c1C = -0.04 | -0.01 | .
Listed for CC1(C)CC(=O)C(C(=O)/C=C/NCCc2ccccc2)C(=O)C1 = 0.74 | 2.21 | 13.8
Listed for CS(=O)(=O)N(CC(=O)NCC1CCCO1)c1cccc([N+](=O)[O-])c1 (configuration not stated) = . | . | -40.0

(list continues)
sdo1 growth	sdo1 growth Rescue 24 h	Insulin prom inh	smiles
0.18	1.14	.	CCCCCCc1cc2cc(-c3nnc(-c4ccccc4)o3)c(=O)oc2cc1O
0.61	-0.14	-71.4	O=C(CN(CC1CCCO1)C(=O)CNS(=O)(=O)c1ccc(Cl)cc1)NCCc1ccccc1 (configuration not stated)
1.63	2.05	?	CC(=O)NC(c1ccccc1)c1nc2ccccc2[nH]1 (configuration not stated)
0.34	0.34	32.3	COc1ccc(C2=C/C(=C/c3cccnc3)C(=O)O2)cc1OC
-0.17	-0.94	-26.7	O=C(NC(=S)N1CCCCCC1)C1CC1
.	.	-15.8	Cc1cc(CNC(=O)COc2ccc(F)cc2Cl)cc(C)c1O
0.31	-0.24	.	COC(=O)c1ccc(CSc2ncnc3ccccc23)o1
0.54	0.62	.	CSc1ccc(C2C(C#N)=C(N)N(c3ccccc3)C3=C2C(=O)CCC3)cc1 (configuration not stated)
-0.54	-0.2	-6.2	COC(=O)c1cc(NC(=O)C2(S(=O)(=O)c3ccc(C)cc3)CC2)cc(C(=O)OC)c1
0.59	-0.2	-21.7	CCOC(=O)N1CCN(CC(=O)Nc2ccc(C)c(Br)c2)CC1
-0.33	-0.28	-33.3	CCOC(=O)c1ccc2nc(NC(NC(C)=O)(C(=O)OC)C(F)(F)F)sc2c1 (configuration not stated)
